TAG inh = inhibitors of triacylglycerol accumulation, primary screen, cell-based, uHTS, fluorescence, H9c2 | inhibition, % at 12.5 µM | 230,000 compounds, 0.66% hits | H9c2 cells, Nile Red lipid (TAG) fluorescence; cells loaded with 200 µM oleic acid | AID 651582, 2012;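 active = pattern-corrected inhibition of lipid staining of at least 50% with the nuclear-stain viability signal not falling by more than 50%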;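 note: 0% = DMSO wells and 100% = triacsin C control wells; some results filed as inactive read as strong as hits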
TAG inh DAPI viability = also measured in TAG inh; calls as there; DAPI nuclei signal change (viability), lower = more cytotoxic, %;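 whole-well DAPI fluorescence read on a plate reader as a viability signal; minus 50 percent equals half of cells still viable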
Active calls of the source: *; i = inactive. Not all compounds are listed, so the mix of outcomes need not match the whole.

no.	compound	TAG inh	TAG inh DAPI viability
1	N=C1c2ccccc2CN1c1ncccn1	2	-8
2	CCc1cccc2c(C#N)cn(CC(=O)N3CCOCC3)c12	-9	-3
3	Cc1ccccc1NC(=NCCCN1CC1)Nc1ccccc1C	35	-25
4	CCc1ccc(N2C(=O)NC(=O)/C(=C\C=C\c3ccco3)C2=O)cc1	20	-14
5	COc1ccccc1-n1c(O)c(/C=N/N2CCCCC2)c(=O)n(-c2ccccc2OC)c1=S	13	-5
6	[N-]=[N+]=NCCN1CCC(O)CCC1=O (centres undefined)	2	1
7	O=S(=O)(c1cccc(C(F)(F)F)c1)N1Cc2ccccc2-n2nncc2C1	-9	-1
8	O=C1NC(=O)N(CCc2ccc(F)cc2)C(=O)/C1=C\C=C\c1ccccc1	20	-19

Filtered by structure: those above containing four or more nitrogen atoms.
no.	compound	TAG inh	TAG inh DAPI viability
1	N=C1c2ccccc2CN1c1ncccn1	2	-8
3	Cc1ccccc1NC(=NCCCN1CC1)Nc1ccccc1C	35	-25
5	COc1ccccc1-n1c(O)c(/C=N/N2CCCCC2)c(=O)n(-c2ccccc2OC)c1=S	13	-5
6	[N-]=[N+]=NCCN1CCC(O)CCC1=O (centres undefined)	2	1
7	O=S(=O)(c1cccc(C(F)(F)F)c1)N1Cc2ccccc2-n2nncc2C1	-9	-1

Next section
no.	compound	TAG inh	TAG inh DAPI viability
9	Cc1nn(CC(C)C)c(Cl)c1C(=O)NC1CCC(C)CC1 (centres undefined)	-9	1
10	CCOP(=O)(OCC)C(NC(=O)C(C)C)C(Cl)(Cl)Cl (centres undefined)	-2	-15
11	O=C1NC(=S)NC(=O)C12C(c1ccc(F)cc1)NC(=S)NC2c1ccc(F)cc1 (centres undefined)	1	-22
12	O=C1CCN(C(=O)Cc2ccccc2[N+](=O)[O-])CC1	2	-9
13	CNS(=O)(=O)c1ccc(N=Cc2c(O)n(-c3ccc(C)cc3)c(=O)[nH]c2=O)cc1	7	-1
14	CNC(=O)Oc1ccc2ncccc2c1	2	11
15	Cc1cccc(NC(=O)N2CCCC2)c1	-6	5
16	Cc1ccc(N2C(=O)NC(=O)/C(=C\c3ccoc3)C2=O)cc1	4	2
17	O=C1NC(=O)C(C(CC(=O)c2ccccc2)c2ccccc2)C(=O)N1 (centres undefined)	3	1
18	ClCCN(CCCl)c1ccc(C2=NCCc3ccccc32)cc1	-11	8
19	Cc1cc(/C=C2\C(=O)NC(=O)N(Cc3ccccc3Cl)C2=O)c(C)n1-c1ccc(C(=O)O)cc1	13	-3
20	CC(=O)NC1C(OC(=O)Cc2ccccc2)OC(COC(C)=O)C(OC(C)=O)C1OC(C)=O (centres undefined)	3	-1
21	Cc1ccc(S(=O)(=O)NCC2CCC(C(=O)N3CCC4(CC3)OCCO4)CC2)cc1 (centres undefined)	3	-3
22	Cc1ccc2c(c1)C1CN(C)CCC1N2C(=O)CCCN1C(=O)c2cccc3cccc(c23)C1=O (centres undefined)	16	-4
23	Cc1[nH]c2ccccc2c1/C=N/O	19	-6
24	Cc1[nH]c2ccccc2c1CN1CCCCC1	-6	7

Part of the list above, with each value named:
18: ClCCN(CCCl)c1ccc(C2=NCCc3ccccc32)cc1
  TAG inh = -11 | TAG inh DAPI viability = 8
19: Cc1cc(/C=C2\C(=O)NC(=O)N(Cc3ccccc3Cl)C2=O)c(C)n1-c1ccc(C(=O)O)cc1
  TAG inh = 13 | TAG inh DAPI viability = -3
20: CC(=O)NC1C(OC(=O)Cc2ccccc2)OC(COC(C)=O)C(OC(C)=O)C1OC(C)=O (centres undefined)
  TAG inh = 3 | TAG inh DAPI viability = -1
21: Cc1ccc(S(=O)(=O)NCC2CCC(C(=O)N3CCC4(CC3)OCCO4)CC2)cc1 (centres undefined)
  TAG inh = 3 | TAG inh DAPI viability = -3

Next entries.
no.	compound	TAG inh	TAG inh DAPI viability
25	CC(C)(O)C1C2OC(=O)C1C1(O)CC3OC34C(=O)OC2C14C (centres undefined)	2	-6
26	COc1ccc(OC)c(N2Cc3ccccc3C2=N)c1	3	4
27	CCOC(=O)c1ccc(N2C(=O)CC(N3CC=C(c4ccc(F)cc4)CC3)C2=O)cc1 (centres undefined)	-19	-2
28	COc1ccc(C2C(C(=O)N3CCC4(CC3)OCCO4)c3cc(OC)c(OC)cc3C(=O)N2C)cc1 (centres undefined)	10	1
29	O=C(C(=O)N1CCOCC1)c1cn(Cc2ccccc2F)c2ccccc12	-1	0
30	CN(C)Cc1c[nH]c2ccc([N+](=O)[O-])cc12	4	9
31	CN(Cc1ccccc1)Cc1ccccc1OC(=O)N(C)C	-26	-5
32	O=C1N(c2ccc(Cl)cc2)C(c2cccnc2)N2CCCN12 (centres undefined)	16	5
33	COc1ccccc1NC(=O)c1cn(CCC#N)nc1-c1ccc(F)cc1	0	-1
34	Cc1cccn2c(=O)c3cc(C(=O)N4CCC5(CC4)OCCO5)n(C)c3nc12	20	-13
35	COC(=O)C1=C(c2cccc(OC)c2OC)C[C@@H]2CC[C@H]1N2C(=O)N1CCOCC1	-4	3
36	O=C(Cc1c[nH]c2ccccc12)NNCc1ccc(N(CCCl)CCCl)cc1	22	1
37	COC(=O)c1cn(C(=O)c2cccc3ccccc23)c2ccccc12	15	-8
38	COc1cc2c3cc1Oc1cc(ccc1O)C[C@@H]1c4c(cc(OC)c(O)c4Oc4ccc(cc4)C[C@H]3N(C)CC2)CCN1C	28	-4
39	Cc1nc2ccccc2c(=O)n1-c1ccc([N+](=O)[O-])cc1	-7	7
40	COc1cccc(C(=O)C2CCCN(Cc3cccc4c3OCO4)C2)c1 (centres undefined)	-1	6
41	C=C1C(C)C2C(Cc3ccccc3)NC(=O)C23OC(=O)/C=C/C(O)CCCC(C)C/C=C/C3C1O (centres undefined)	106	-58
42	COC(=O)C1=C(c2ccc(OCc3ccccc3)cc2)C[C@@H]2CC[C@H]1N2C(=O)NCc1ccc(Cl)cc1	5	-12
43	O=C(O)C(Cl)(Cl)Cl	-13	1
44	c1coc(CN2Cc3ccccc3-n3nncc3C2)c1	-16	8
45	Clc1ccccc1CN1CCN(c2cccc3[nH]ccc23)CC1	4	6
46	O=[N+]([O-])c1ccc(C(=Nc2ccccc2)N2CC2)cc1	-30	4
47	C[C@]12CCC3C(CC[C@H]4C[C@@H](O)CC[C@]34C)C1=CC[C@@H]2O (some centres undefined)	-16	38
48	O=C(COC(=O)Cc1ccccc1)Nc1ccc(Cl)cn1	-4	-11
49	CC[N+](CC)(CC)CC	-3	8
50	Cn1c(O)c(C=NC2C(=O)C3(C)CCC2C3(C)C)c(=O)n(C)c1=O (centres undefined)	-1	3
51	C[C@]12CC[C@@H](O)CC1=CCC1C2CC[C@@]2(C)C1C[C@@H](F)[C@@H]2O (some centres undefined)	-3	3
52	C[N+]1(C)C2CCC1CC(OC(=O)c1ccco1)C2 (centres undefined)	-10	11
53	CCN1C[C@@]2(COC)C3[C@@H](OC)[C@H]4[C@@H]1[C@@]3(C1C[C@@]3(O)[C@H](OC(=O)c5ccccc5)C1[C@]4(OC(C)=O)[C@@H](O)[C@H]3OC)[C@@H](OC)C[C@H]2O (some centres undefined)	0	6
54	CCCCOC(=O)C1=C(N)OC2=C(C(=O)CC(C)(C)C2)[C@]12C(=O)N(C)c1ccccc12	0	-6
55	CN1C(=O)C(=Cc2ccc(OCC(=O)Nc3ccccc3)cc2)C(=O)N(C)C1=O	-20	5
56	COc1ccc(N=C2SCCCN2C)cc1	-9	9
57	CCc1cc(=O)[nH]c(SCCCF)n1	0	-2
58	CN(C)CC1CSCCC1(O)c1ccccc1 (centres undefined)	-2	2
59	CSc1nnc(C2CCNCC2)n1C	-28	12
60	CC(=NCc1ccco1)c1c(O)n(-c2ccc(C)cc2)c(=O)[nH]c1=O	6	4
61	C=CCn1c(O)c(C(CC)=NCC2CCCO2)c(=O)[nH]c1=O (centres undefined)	1	5
62	CCOC(=O)c1cc2c(cn1)[C@@H](CCO)NC2	0	0
63	CCOC(=O)C1(c2ccccc2)CCN(CC(=O)c2ccc(NC(C)=O)cc2)CC1	-6	8
64	C[N+]1(C)CCN(c2ccccc2)CC1	-4	5
65	O=C(OCc1ccccc1)N1CCC2CC1c1cc(N3Cc4ccccc4-n4nncc4C3)ccc12 (centres undefined)	-11	1
66	c1cc2c(cc1CCNC1CCCCCC1)OCO2	10	10
67	CN(C)P(=O)(NC(=O)c1cccn1C)N(C)C	13	6
68	NC(N)=N/N=C/c1cn(-c2ccccc2)nc1-c1cccs1	124*	-43*
69	Fc1cccc(CCNCc2ccccn2)c1	-5	18
70	CC/C(=N\NC(=O)c1ccccc1)c1c(O)n(Cc2ccccc2)c(=O)[nH]c1=O	17	-3
71	CCn1ccnc1CN1CCCC(C(=O)c2cc(F)ccc2OC)C1 (centres undefined)	-2	-1
72	COc1ccc(C(=O)N/N=C/C23CC[C@@H](O)CC2(O)CC[C@@H]2[C@@H]3CCC3(C)C(C4=CC(=O)OC4)CCC23O)cc1 (some centres undefined)	-9	6
73	COc1cc2c(cc1OC)[C@H]1C(=O)c3ccc4c(c3O[C@H]1CO2)C[C@@H](C(C)(C)O)O4	-32	7
74	O=C1NC(=O)N(c2ccccc2)C(=O)/C1=C/c1coc2ccc(O)cc2c1=O	11	-6
75	Cc1ncc(C(=O)O)n1C(C)c1ccccc1 (centres undefined)	-9	11
76	CN(C)c1ccc(N=Cc2c(O)n(CCC3=CCCCC3)c(=O)[nH]c2=O)cc1	8	1
77	C(=NN1CCCCCC1)c1c[nH]c2ccccc12	0	0
78	COc1ccc(C(=O)C2CCCN(C3CSCCSC3)C2)c(C)c1 (centres undefined)	-14	11
79	CN1C(=O)C(C)(C2=CCCCC2)C(=O)NC1=S (centres undefined)	3	4
80	O=P(Nc1ccccc1)(Oc1ccccc1)Oc1ccccc1	-29	2

The list goes on.
no.	compound	TAG inh	TAG inh DAPI viability
81	COC(=O)c1ccc(C(C(=O)NC2CCCCC2)N(CCN2CCOCC2)C(=O)Cc2cccs2)cc1 (centres undefined)	6	-18
82	C=CCn1c(O)c(C(CC)=Nc2cccc(C(F)(F)F)c2)c(=O)[nH]c1=O	-10	0
83	CC(=O)Nc1ccc(C2CN(C)CC2C(=O)c2ccc(Cl)cc2)cc1 (centres undefined)	0	3
84	CCOc1ccccc1-n1c(O)c(C=Nc2ccc(N(CC)CC)cc2)c(=O)[nH]c1=O	22	-16
85	O=[N+]([O-])c1cccc(CN2CC=C(c3ccc(F)cc3)CC2)c1	0	3
86	C=C1[C@H]2CC[C@H]3[C@]4(C)C[C@H](O[C@H]5O[C@H](CO)[C@@H](OS(=O)(=O)O)[C@H](OS(=O)(=O)O)[C@H]5OC(=O)CC(C)C)C[C@@H](C(=O)O)[C@H]4CC[C@]3(C2)[C@H]1O	1	4
87	COc1ccc(-c2[nH]ncc2CNC(C)Cc2ccsc2)c(F)c1 (centres undefined)	3	18
88	COc1c2c(cc3c1OCO3)CCN(C)C2	5	10
89	NCC(=O)c1ccccc1	7	-6
90	O=[N+]([O-])c1ccc(N2CCNCC2)cc1N1CCCCC1	14	14
91	O=c1[nH]c(=O)n(-c2ccc(Br)cc2)c(O)c1C=NCCN1CCCCC1	-5	4
92	CCOC(=O)c1c(-n2c(C)cc(/C=C3\C(=O)NC(=O)N(C)C3=O)c2C)sc2c1CCCC2	-8	9
93	Cc1ccc(C(=O)Nc2ccc(-n3ccnc3P(=O)(O)c3ccccc3)cc2)cc1	-6	-2
94	O=C(COc1ccc(Cl)cc1)N1CCN(Cc2ccc([N+](=O)[O-])cc2)CC1	-21	3
95	Cc1cc(OC(=O)N(C)C)nc2c1c(C)nn2C	-3	8
96	Cc1ccc(S(=O)(=O)N(C)C)cc1NC(=O)C(C)[N+]12CCN(CC1)CC2 (centres undefined)	-14	4
97	COc1cccc(CNCCc2ccccc2)c1OC	-2	-1
98	CCOC(=O)c1c(/N=C/c2c(O)n(-c3ccccc3F)c(=S)[nH]c2=O)sc2c1CCCC2	9	-1
99	COC(=O)C12CCc3c(ccc4cc(OC)ccc34)C1=CC(=O)C2 (centres undefined)	6	i
100	COC(=O)C1=C(c2cc3ccccc3o2)C[C@@H]2CC[C@H]1N2C(=O)N1CCOCC1	30	-19
101	O=C(NC(=O)N1CCC2(CC1)OCCO2)c1ccc(Cl)cc1	0	4
102	COC(=O)C1=C(c2cc3ccccc3s2)C[C@@H]2CC[C@H]1N2C	1	14
103	COC(=O)C1=C(c2cc3ccccc3s2)C[C@@H]2CC[C@H]1N2C(=O)N1CCOCC1	52*	-39*
104	COc1cc2c(cc1O)C[C@H]1c3c(cc(O)c(OC)c3-2)CCN1C	9	3
105	COc1ccc(C2=NCC(=S)Nc3ccc(Cl)cc32)cc1Cl	-6	4
106	Cc1cccc(N2C(=O)/C(=C/c3ccc(CN(CCC#N)S(C)(=O)=O)o3)C(=O)NC2=S)c1	-12	-1
107	COc1cc(C(=S)N2CCOCC2)cc(OC)c1OC(=O)Cc1ccccc1	4	10
108	Cc1ccsc1C(=O)C1CCCN(Cc2ccccc2O)C1 (centres undefined)	1	12
109	CCCN1C2CCCC1CC(NC(C)=O)C2 (centres undefined)	11	-2
110	CCOC(=O)c1cccc(C2=C(CNC(C)=O)[C@H]3CC[C@@H](C2)N3Cc2ccccc2)c1	-4	5
111	COc1ccc(NC2=NCC(C)S2)cc1 (centres undefined)	12	-8
112	Cn1c2ccccc2c2c(C(=O)N3CCC4(CC3)OCCO4)cn(C3CCCC3)c(=O)c21	7	7
113	O=C(NN=Cc1ccc(N(CCCl)CCCl)cc1)c1cccc([N+](=O)[O-])c1	8	-10
114	COc1cc2c(c(OC)c1OC)-c1ccc(O)cc1C(NC(C)=O)CC2 (centres undefined)	52*	-37*
115	CCOP(=S)(OCC)SCOC(=O)NCC(=O)OC	-3	-10
116	Nc1c(C(=O)OCc2ccccc2)c2nc3ccccc3nc2n1Cc1cccs1	20	33
117	O=C1NC(=O)C(=Cc2ccsc2)C(=O)N1	-25	3
118	CCCC(=O)c1ccc(CP(=O)(OCC)OCC)o1	4	-1
119	O=C(NN=Cc1ccc(N(CCCl)CCCl)cc1)c1cccnc1	14	1

Source: PubChem
